# Screens as filed in PubChem BioAssay.
# IDH1 mut inh: IDH1 R132H (human) inhibition. O75874. IDH1 R132H reductase, diaphorase/resazurin fluorescence, 60 min. inhibition, % at 10 µM. actives 0.18% (n = 70,000); in the data active = inhibition above about 34%;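 also: 0% = DMSO and 100% = no enzyme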
# Target sequence (O75874 whole entry R132H): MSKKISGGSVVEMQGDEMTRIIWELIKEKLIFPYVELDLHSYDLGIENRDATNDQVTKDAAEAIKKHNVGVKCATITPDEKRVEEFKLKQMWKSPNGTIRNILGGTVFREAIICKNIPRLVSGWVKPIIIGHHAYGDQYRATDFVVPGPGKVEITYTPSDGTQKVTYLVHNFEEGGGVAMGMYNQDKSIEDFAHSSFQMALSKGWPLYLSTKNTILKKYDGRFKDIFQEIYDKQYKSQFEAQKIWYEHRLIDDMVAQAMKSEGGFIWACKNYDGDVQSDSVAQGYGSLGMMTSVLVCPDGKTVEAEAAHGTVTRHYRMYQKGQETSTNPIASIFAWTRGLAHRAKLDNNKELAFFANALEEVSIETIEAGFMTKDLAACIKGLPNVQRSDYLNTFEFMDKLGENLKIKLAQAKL
# PRC2 inh: EZH2 (human) methyltransferase inhibition; Q15910; PRC2 H3K27 methylation, DELFIA TRF, 1 h; inhibition, % at 12.5 µM; actives 0.35% (n = 57,000); AID 651548;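 active = mean inhibition of replicates at least 50% and every single replicate also reaching 50%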;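 also: dimethyl H3K27 on biotinylated H3 21-44 peptide detected by antibody; plate controls were median neutral control wells for no effect and median positive control wells for full effect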
# * marks the source's active call; other numbers are inactive results; nt = not tested or not shown; & = joins results of further samples. The list is partial. The share of hits here may be higher or lower than overall.
SMILES,IDH1 mut inh,PRC2 inh
Cc1ccc(S(=O)(=O)Nc2ccc3c(c2)C(=O)N([C@@H](C)CO)C[C@H](C)[C@@H](CN(C)C(=O)Nc2c(C)noc2C)O3)cc1,-0.8,nt
C[C@@H]1CN([C@@H](C)CO)S(=O)(=O)c2ccc(C#CCN(C)C)cc2O[C@H]1CN(C)C(=O)C1CC1,2.7,-7
C[C@H](CO)N1C[C@H](C)[C@@H](CN(C)C(=O)Nc2ccccc2)Oc2c(NC(=O)c3ccc(-c4nccs4)cc3)cccc2C1=O,-2.3,nt
O=C(C[C@H]1C[C@H]2c3cc(NC(=O)C4CCOCC4)ccc3O[C@H]2[C@@H](CO)O1)NCc1ccccc1F,-1.4,1
Cc1sc2ncnc(SCC(=O)c3ccc(Cl)cc3)c2c1C,0.4,1
CN(C)C(=O)C[C@H]1CC[C@H](NC(=O)Nc2cccc(F)c2)[C@H](CO)O1,0.3,6
Cc1noc(C)c1NC(=O)N(C)C[C@H]1Oc2ccc(NC(=O)Nc3ccc4c(c3)OCO4)cc2CC(=O)N([C@@H](C)CO)C[C@@H]1C,3.9,nt
C[C@@H]1CN([C@@H](C)CO)C(=O)Cc2cc(NC(=O)CCC(F)(F)F)ccc2O[C@H]1CN(C)C(=O)Nc1cccc2ccccc12,1.9,-9
C[C@H]1CN([C@@H](C)CO)C(=O)Cc2cc(NC(=O)CCC(F)(F)F)ccc2O[C@H]1CN(C)S(=O)(=O)c1ccc(Cl)cc1,nt,6
CC(C)CC#Cc1cnc2c(c1)C(=O)N([C@H](C)CO)C[C@H](C)[C@H](CN(C)S(=O)(=O)c1ccccc1)O2,-2.7,-20
CCCC(=O)Nc1ccc2c(c1)C(=O)N(C)C[C@@H](OC)[C@H](C)CN(Cc1cc(F)ccc1F)[C@H](C)CO2,0.1,-16
CO[C@@H]1CN(C)C(=O)c2cc(NC(=O)C3CC3)ccc2OC[C@H](C)N(Cc2cccnc2)C[C@@H]1C,0.0,1
C[C@@H]1CCCCO[C@@H](CN(C)C(=O)c2ccncc2)[C@@H](C)CN([C@H](C)CO)C(=O)c2cc(NC(=O)C3CCCCC3)ccc2O1,0.7,20
CO[C@H]1CN(C)C(=O)c2ccc(NS(C)(=O)=O)cc2OC[C@@H](C)N(C)C[C@@H]1C,0.3,-3
COc1ccc(OCC(=O)Nc2cccc(C(=O)O)c2C)cc1,-0.6,-5
Cc1cccc(S(=O)(=O)N[C@H]2CC[C@@H](CCNC(=O)CCN3CCCCC3)O[C@H]2CO)c1,-0.1,-19
CSc1nc2n(n1)C(=O)CC(C)(C)N2,0.7,-29
C[C@H](CO)N1C[C@H](C)[C@H](CN(C)Cc2ccccc2)OCCCC[C@H](C)Oc2ccc(NS(=O)(=O)c3cn(C)cn3)cc2C1=O,1.0,nt
COc1ccccc1S(=O)(=O)N[C@@H]1C=C[C@H](CC(=O)N2CCN(C)CC2)O[C@@H]1CO,0.0,8
C[C@H]1CN([C@@H](C)CO)C(=O)c2cc(NS(=O)(=O)c3ccccc3)ccc2O[C@@H]1CN(C)Cc1ccc(C(=O)Nc2ccccc2N)cc1,0.1,1
C[C@@H]1CN([C@H](C)CO)C(=O)c2cc(C3=CCCCC3)cnc2O[C@@H]1CN(C)C(=O)c1ccc2c(c1)OCO2,-0.7,14
COc1ccc(S(=O)(=O)Nc2ccc3c(c2)C(=O)N([C@H](C)CO)C[C@@H](C)[C@H](CN(C)CC2CCCCC2)O3)cc1,nt,1
Cc1ccc(S(=O)(=O)N[C@@H]2CC[C@H](CC(=O)NCCN3CCCCC3)O[C@@H]2CO)cc1,-0.1,23
Cc1ccc(S(=O)(=O)N(C)C[C@H]2Oc3ccc(NC(=O)Nc4cccc5ccccc45)cc3C(=O)N([C@@H](C)CO)C[C@H]2C)cc1,0.9,nt
O=C(NCC[C@H]1CC[C@H](NC(=O)C2CCC2)[C@H](CO)O1)Nc1ccc(Cl)cc1,0.1,-4

# Continuation.
SMILES,IDH1 mut inh,PRC2 inh
Cc1ccc(S(=O)(=O)Nc2cccc3c2O[C@@H](CN(C)Cc2ccccc2)[C@@H](C)CN([C@H](C)CO)C3=O)cc1,nt,-11
C[C@H](CO)N1C[C@H](C)[C@H](CN(C)S(=O)(=O)c2ccccc2F)Oc2cc(-c3ccncc3)ccc2S1(=O)=O,-0.4,-2
O=C(N[C@H]1CC[C@@H](CCNC(=O)C2CC2)O[C@@H]1CO)c1ccccn1,0.4,9
CO[C@@H]1CN(C)C(=O)c2ccc(NC(C)=O)cc2OC[C@H](C)N(C(=O)CN2CCOCC2)C[C@@H]1C,0.0,7
C[C@@H]1CN([C@H](C)CO)C(=O)c2cccc(NC(=O)c3ccncc3)c2O[C@H]1CN(C)S(=O)(=O)c1cccs1,0.1,nt
COc1ccc(CNC(=O)C[C@@H]2CC[C@@H](NC(=O)c3ccc4c(c3)OCO4)[C@@H](CO)O2)cc1,-0.3,3
CO[C@@H](CN(C)S(=O)(=O)c1ccccc1)[C@@H](C)CN(Cc1ccccc1Cl)[C@@H](C)CO,-0.9,11
O=S(=O)(N[C@H]1CC[C@@H](CCn2cc(-c3cccnc3)nn2)O[C@H]1CO)c1ccc(Cl)cc1,0.1,8
C[C@@H]1CN([C@H](C)CO)C(=O)c2cc(C#C[C@@H](C)O)cnc2O[C@@H]1CN(C)C(=O)CN(C)C,1.5,-2
O=C(N[C@H]1CC[C@H](CC(=O)N2CCC(Cc3ccccc3)CC2)O[C@@H]1CO)c1cnccn1,0.0,3
C[C@H]1CN([C@@H](C)CO)S(=O)(=O)c2ccc(C#Cc3ccc(F)cc3)cc2O[C@H]1CN(C)S(=O)(=O)c1cn(C)cn1,-0.5,-12
COc1ccc(Cl)cc1NC(=O)CSc1n[nH]c(-c2ccccc2)n1,0.0,nt
CCC(=O)Nc1ccc2c(c1)C(=O)N(C)C[C@@H](OC)[C@@H](C)CN(C(=O)NC(C)C)[C@@H](C)CO2,0.1,-4
O=C(C[C@@H]1C[C@H]2c3cc(NC(=O)Nc4ccccc4)ccc3O[C@H]2[C@H](CO)O1)NCC1CC1,1.4,3
COc1cccc(-c2ccc3c(c2)O[C@H](CN(C)C(C)=O)[C@@H](C)CN([C@@H](C)CO)S3(=O)=O)c1,-6.3,0
Cc1noc(C)c1NC(=O)N(C)C[C@H]1OCCCC[C@H](C)Oc2ccc(NS(=O)(=O)c3ccc(F)cc3)cc2C(=O)N([C@@H](C)CO)C[C@@H]1C,-0.4,nt
C[C@@H]1CN([C@@H](C)CO)C(=O)c2cc(NS(=O)(=O)c3ccc(F)cc3)ccc2O[C@@H]1CN(C)Cc1ccccc1,0.2,7
CC(C(=O)O)c1ccc(-c2ccccc2)c(F)c1 (stereo not drawn),0.6,nt
COc1cc(CO)cc(I)c1O[C@H]1C=C(C(=O)NCCO)C[C@@H](N(CC2CCCCC2)C(=O)c2ccc(C(F)(F)F)cc2)[C@@H]1O,nt,-7
CCC(=O)Nc1ccc2c(c1)OC[C@@H](C)N(C(=O)c1ccncc1)C[C@@H](C)[C@@H](OC)CN(C)C2=O,0.3,-3
Cc1ccc([N+](=O)[O-])cc1NC(=O)CN(c1ccc(I)cc1)S(C)(=O)=O,0.4,16
C[C@H]1CN([C@@H](C)CO)S(=O)(=O)c2ccc(-c3ccc(C(=O)N(C)C)cc3)cc2O[C@H]1CN(C)C(=O)C1CC1,nt,9
COc1ccc(C#Cc2ccc3c(c2)O[C@@H](CN(C)C(=O)c2ccccn2)[C@@H](C)CN([C@@H](C)CO)S3(=O)=O)cc1,-1.9,-18
C[C@@H]1CN([C@@H](C)CO)C(=O)c2cccc(NC(=O)Nc3ccc4c(c3)OCO4)c2O[C@H]1CN(C)Cc1ccc(C(=O)Nc2ccccc2N)cc1,nt,-17
O=C(C[C@H]1C=C[C@@H](NC(=O)c2ccccn2)[C@H](CO)O1)NCc1cc(F)cc(F)c1,-0.3,11

# Pulled one by one from above (seven):
SMILES,IDH1 mut inh,PRC2 inh
C[C@@H]1CN([C@H](C)CO)C(=O)c2cc(C#C[C@@H](C)O)cnc2O[C@@H]1CN(C)C(=O)CN(C)C,1.5,-2
O=C(C[C@H]1C=C[C@@H](NC(=O)c2ccccn2)[C@H](CO)O1)NCc1cc(F)cc(F)c1,-0.3,11
C[C@H]1CN([C@@H](C)CO)S(=O)(=O)c2ccc(C#Cc3ccc(F)cc3)cc2O[C@H]1CN(C)S(=O)(=O)c1cn(C)cn1,-0.5,-12
O=S(=O)(N[C@H]1CC[C@@H](CCn2cc(-c3cccnc3)nn2)O[C@H]1CO)c1ccc(Cl)cc1,0.1,8
C[C@@H]1CN([C@H](C)CO)C(=O)c2cc(C3=CCCCC3)cnc2O[C@@H]1CN(C)C(=O)c1ccc2c(c1)OCO2,-0.7,14
CC(C)CC#Cc1cnc2c(c1)C(=O)N([C@H](C)CO)C[C@H](C)[C@H](CN(C)S(=O)(=O)c1ccccc1)O2,-2.7,-20
CCC(=O)Nc1ccc2c(c1)C(=O)N(C)C[C@@H](OC)[C@@H](C)CN(C(=O)NC(C)C)[C@@H](C)CO2,0.1,-4

# More results follow:
SMILES,IDH1 mut inh,PRC2 inh
C[C@@H]1O[C@@H](O[C@@H]2[C@@H](O)[C@H](C)O[C@@H](OCC3OC(Oc4c(-c5ccc(O)c(O)c5)oc5cc(O)cc(O)c5c4=O)C(O)C(O)C3O)[C@@H]2O)[C@H](O)[C@H](O)[C@H]1O (stereo partly drawn),-1.5,nt
O=C(CCC1COc2ccccc2O1)Nc1cccnc1 (stereo not drawn),-0.2,-7
CO[C@H]1CN(C)C(=O)c2cc(NC(=O)Nc3cc(Cl)cc(Cl)c3)ccc2OC[C@H](C)NC[C@H]1C,0.4,-27
C/C(=C\CC[C@@H](C)[C@H]1CC(OC2OCC(O)C(O)C2O)[C@@]2(C)C3CC[C@H]4C(C)(C)[C@@H](O[C@@H]5OC(CO)C(O)C(O)C5OC5OC(CO)C(O)C(O)C5O)CC[C@@]45C[C@@]35CC(O)[C@]12C)C(=O)OC1OC(CO)C(O)C(O)C1O (stereo partly drawn),-0.9,nt
COc1cc([N+](=O)[O-])ccc1NC(=O)CN(C)S(=O)(=O)c1ccc(Br)cc1,0.0,2
C[C@H]1CN([C@@H](C)CO)C(=O)c2c(c3ccccc3n2C)-c2ccccc2CO[C@@H]1CN(C)C,-0.6,-4
C[C@@H]1CN([C@H](C)CO)C(=O)Cc2cc(NS(=O)(=O)c3ccc(F)cc3)ccc2O[C@@H]1CN(C)Cc1ccncc1,3.0,2
Cc1ccc(NC(=O)COc2ccc(CO)cc2Cl)cc1,1.3,8
COc1ccc(CN(C)C[C@@H]2OCCCC[C@H](C)Oc3ccc(NS(=O)(=O)c4c(C)noc4C)cc3C(=O)N([C@@H](C)CO)C[C@H]2C)cc1,3.4,nt
COCC(=O)Nc1ccc2c(c1)C(=O)N(C)C[C@H](OC)[C@H](C)CN(Cc1cncnc1)[C@H](C)CO2,0.0,10
CCOc1ccccc1CNCCN1CCOCC1,0.9,nt
C[C@@H]1CN([C@@H](C)CO)C(=O)c2cc(NC(=O)CCCCCC(=O)Nc3ccccc3N)ccc2O[C@@H]1CN(C)S(C)(=O)=O,0.1,-4
CO[C@H]1CN(C)C(=O)c2ccc(NC(C)=O)cc2OC[C@@H](C)N(Cc2ccc(F)cc2)C[C@@H]1C,0.0,-4
C[C@H](CO)N1C[C@H](C)[C@H](CN(C)Cc2ccncc2)Oc2c(NS(=O)(=O)c3ccc(Cl)cc3)cccc2C1=O,21,7
CN(c1cccc(NC(=O)Cc2ccccc2[N+](=O)[O-])c1)S(C)(=O)=O,-0.6,-7
COc1ccc(S(=O)(=O)Nc2ccc3c(c2)CC(=O)N([C@@H](C)CO)C[C@H](C)[C@@H](CN(C)Cc2ccc(Cl)c(Cl)c2)O3)cc1,-2.3,nt
Cc1ccc(NS(=O)(=O)c2cc(C(=O)Nc3ccccc3C(=O)N3CCCC3)ccc2C)c(C)c1,-0.7,4
Cc1ccc(-c2nc3cc(Cl)ccc3o2)cc1NC(=O)COc1ccccc1[N+](=O)[O-],-0.2,-32
COc1ccc(S(=O)(=O)N(C)C[C@@H]2Oc3ncc(C#CC(C)(C)O)cc3C(=O)N([C@H](C)CO)C[C@@H]2C)cc1,0.7,nt
CCC(=O)Nc1ccc2c(c1)C(=O)N(C)C[C@@H](OC)[C@H](C)CN(CCC(F)(F)F)[C@@H](C)CO2,0.1,14
CCC(=O)N(C)C[C@@H]1Oc2ncc(-c3ccccc3F)cc2C(=O)N([C@@H](C)CO)C[C@H]1C,0.0,nt
COC(=O)c1cc(O)cc(O)c1C(=O)c1c(O)c(Cl)c(C)c(Cl)c1OC,3.4,nt
c1ccc(OCc2nn3c(Cn4cnc5ccccc54)nnc3s2)cc1,1.6,-11
C[C@@H]1CN([C@H](C)CO)C(=O)c2cc(Br)cnc2O[C@H]1CN(C)C(=O)c1ccccc1,0.4,nt
O=C(C[C@@H]1CC[C@@H](NS(=O)(=O)c2cccc(F)c2)[C@H](CO)O1)NCc1ccc2c(c1)OCO2,0.2,6
Cc1ccc(-c2ccc3c(c2)O[C@H](CN(C)C(=O)CC2CC2)[C@H](C)CN([C@@H](C)CO)S3(=O)=O)cc1,nt,4&-3
O=C(CC(C(=O)O)N1CCNCC1)Nc1cccc(Cl)c1 (stereo not drawn),0.0,-3
C[C@@H]1CN([C@H](C)CO)C(=O)c2cc(NC(=O)Cn3cnnn3)ccc2O[C@H]1CN(C)Cc1ccncc1,-3.6,3

# Some of the entries above, set out differently:
structure	IDH1 mut inh	PRC2 inh
Cc1ccc(NS(=O)(=O)c2cc(C(=O)Nc3ccccc3C(=O)N3CCCC3)ccc2C)c(C)c1	-0.7	4
Cc1ccc(-c2nc3cc(Cl)ccc3o2)cc1NC(=O)COc1ccccc1[N+](=O)[O-]	-0.2	-32
